RXFP1 antag – antagonists of human relaxin receptor RXFP1. Q9HBX9. HEK293-RXFP1, relaxin-stimulated cAMP HTRF, 30 min; hits give low values. activity change, negative = inhibition, % at 57.5 µM. actives 0.59% (n = 350,000). AID 1259400;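 active = activity change of -60% or lower, but not beyond a set lower limit; inconclusive = change between -60% and -40%, or beyond the set limit; inactive = change above -40%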; note: % is set by controls: 0 for no effect and ±100 for the full control effect
POLB inh – inhibitors of human DNA polymerase beta | actives 1.3% (n = 340,000) | P06746 | Pol beta primer extension/strand displacement, fluorescence kinetic | Potency, µM (top dose mostly 114 µM), inactives show at the top dose activity change, negative = inhibition, usual class: inhibitors | AID 485314; note: potency is the fitted concentration of half-maximal effect; % is set by controls: 0 for no effect and ±100 for the full control effect
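Homogeneous kinetic assay of primer extension and strand displacement by 10 nM Pol beta, preincubated 15 min at room temperature with compound before 50 nM substrate (final) was added. Read at 0 and 10 min; four-parameter Hill fit.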
Pol iota inh – inhibitors of human DNA polymerase iota; Q9UNA4; Pol iota fluorescent replication assay, 10 min; Potency, µM (series often up to 115 µM), for inactives: at the top dose activity, negative = inhibition, hits mostly inhibitors; actives 1% (n = 390,000); AID 588590; note: potency is the fitted concentration of half-maximal effect
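Pol iota at 10 nM preincubated 15 min with compounds at room temperature; reaction started with fluorescent substrate, 50 nM final. Fluorescence read kinetically at 0 and 10 min; buffer-only wells as negative control.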
BLM inh – inhibitors of human Bloom syndrome helicase BLM; P54132; recombinant BLM DNA unwinding, fluorescence dequenching; Potency, µM (top dose mostly 56.1 µM), without a hit: at the highest dose activity change, negative = inhibition, actives largely listed as inhibitors; actives 0.2% (n = 350,000);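 note: potency is the fitted concentration of half-maximal effect; plate controls were vehicle for no effect and no enzyme for full effect; nearly all actives have a fitted effect of over 35% in size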
Anesthetic bind – candidate novel general anesthetic via apoferritin binding | AID 485281 | apoferritin/1-aminoanthracene competitive binding, fluorescence | Potency, µM (top dose mostly 77.5 µM), for the others: at the top dose activity change, negative = displacement, usual class: inhibitors | P02791 | actives 0.074% (n = 350,000); note: potency is the fitted concentration of half-maximal effect; % is set by controls: 0 for no effect and ±100 for the full control effect; nearly all actives have a fitted effect of over 20% in size
Target sequence (P02791 2-175 limits assumed): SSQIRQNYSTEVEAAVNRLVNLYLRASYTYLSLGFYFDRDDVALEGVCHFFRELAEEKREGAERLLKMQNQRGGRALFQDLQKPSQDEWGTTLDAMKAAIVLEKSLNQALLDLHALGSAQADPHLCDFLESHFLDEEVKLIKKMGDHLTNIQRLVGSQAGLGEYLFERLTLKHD
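Read-out: endpoint 1-AMA fluorescence, excitation 380 nm and emission 535 nm, after compounds sit 10 min at room temperature with 10 uM horse-spleen apoferritin in 50% saturated 1-AMA/PBS. Values come from four-parameter Hill fits.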
APEX1 inh – APE1 (human) endonuclease inhibition; actives 0.35% (n = 350,000); recombinant APE1, TAMRA/BHQ-2 abasic DNA cleavage fluorescence; Potency, µM (series often up to 65.8 µM), for the others: at the top dose activity change, negative = inhibition, most hits filed as inhibitors;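 note: potency is the fitted concentration of half-maximal effect; plate controls were vehicle for no effect and reference inhibitor for full effect; nearly all actives have a fitted effect of over 55% in size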
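Readout is kinetic fluorescence (ex 525, em 598 nm) from cleavage of 50 nM TAMRA/BHQ-2 THF abasic duplex by 0.75 nM APE1, compound added 15 min beforehand at RT.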
POLH inh – DNA polymerase eta (human) inhibition; recombinant Pol eta, fluorescent DNA replication assay; actives 1.2% (n = 390,000); AID 588591; Potency, µM (highest dose often 114 µM), inactives show top-dose activity change, negative = inhibition, most hits filed as inhibitors; Q9Y253; note: potency is the fitted concentration of half-maximal effect; % is set by controls: 0 for no effect and ±100 for the full control effect
Target sequence (Q9Y253 whole entry, looked up): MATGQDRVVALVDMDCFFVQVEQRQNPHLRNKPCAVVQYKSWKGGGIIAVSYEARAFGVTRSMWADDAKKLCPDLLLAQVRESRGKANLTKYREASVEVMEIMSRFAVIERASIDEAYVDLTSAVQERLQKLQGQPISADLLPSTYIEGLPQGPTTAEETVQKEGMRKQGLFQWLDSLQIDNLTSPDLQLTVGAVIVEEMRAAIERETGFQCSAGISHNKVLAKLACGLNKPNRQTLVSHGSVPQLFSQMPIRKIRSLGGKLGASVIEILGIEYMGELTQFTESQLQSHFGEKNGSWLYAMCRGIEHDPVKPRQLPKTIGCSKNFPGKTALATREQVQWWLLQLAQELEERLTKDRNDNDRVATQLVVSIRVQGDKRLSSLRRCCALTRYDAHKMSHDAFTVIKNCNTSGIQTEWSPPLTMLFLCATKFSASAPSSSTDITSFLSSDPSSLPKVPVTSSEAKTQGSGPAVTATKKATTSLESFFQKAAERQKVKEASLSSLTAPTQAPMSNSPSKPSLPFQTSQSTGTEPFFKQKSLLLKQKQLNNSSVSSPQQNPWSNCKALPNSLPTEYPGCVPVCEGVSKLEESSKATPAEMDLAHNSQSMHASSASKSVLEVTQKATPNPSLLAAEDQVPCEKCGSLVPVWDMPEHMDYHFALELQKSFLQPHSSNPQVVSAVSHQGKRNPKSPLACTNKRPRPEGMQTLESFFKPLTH
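Pol eta (10 nM) was preincubated with compounds for 15 min at room temperature, after which fluorescent replication substrate (50 nM final) was added to start the reaction. Fluorescence was read kinetically at 0 and 10 min.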
Tb PGK inh – blocks T. brucei phosphoglycerate kinase; P07378; PGK/GAPDH coupled, Kinase-Glo luminescence, 60 min; Potency, µM (doses to about 57.5 µM), for the others: at the top dose activity change, negative = inhibition, hits mostly inhibitors; actives 0.043% (n = 380,000); note: potency is the fitted concentration of half-maximal effect; % is set by controls: 0 for no effect and ±100 for the full control effect; nearly all actives have a fitted effect of over 60% in size
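Recombinant glycosomal PGK reaction used 1,3-bisphosphoglycerate generated in-well by GAPDH (100nM final) in 100mM TEA pH 7.6, 5mM MgCl2, 0.01% Tween-20. After 60 minutes at room temperature, ATP was read by Kinase-Glo Plus luminescence end-point.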
Pol kappa inh – inhibitors of human DNA polymerase kappa; Q9UBT6; purified Pol kappa, fluorescent DNA synthesis assay, 10 min; Potency, µM (highest dose often 107 µM), for inactives: at the top dose activity, negative = inhibition, usual class: inhibitors; actives 0.53% (n = 400,000); note: potency is the fitted concentration of half-maximal effect; % is set by controls: 0 for no effect and ±100 for the full control effect
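Kinetic fluorescence readout at 0 and 10 min followed reaction start with substrate at 50 nM final. Beforehand, enzyme (10 nM Pol kappa) stood 15 min with compound at room temperature; buffer-only wells were negative controls.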
Starred values were filed as active, the others as inactive; i = inactive; ? = inconclusive; . = not tested or not shown; [ ] = another dose, or the depositor's remark. Unless noted, calls come from the whole dose curve; as a rule, active = well fitted curve in the direction sought with a large enough effect; inconclusive = small, poorly fitted or top-dose-only effect, or another doubt; inactive = no such curve, though single readings can be large; an effect the other way counts as inactive or inconclusive.

Sequence of screens: RXFP1 antag, POLB inh, Pol iota inh, BLM inh, Anesthetic bind, APEX1 inh, POLH inh, Tb PGK inh, Pol kappa inh
- COc1ccc(-c2nc3ccccc3c(=O)n2N)cc1
→ 3, 56µM*, 20%, -1%, -7%, -6%, 9%, -4%, -12%
- C[C@H](CO)N1C[C@H](C)[C@@H](CN(C)Cc2ccc(C(=O)O)cc2)Oc2c(cccc2N(C)C)C1=O
→ ., ., 22%, ., ., 7%, -22%, 2%, 4%
- COc1ccccc1N1C(=O)CC(N(O)c2ccccc2)C1=O (stereo not given)
→ 12, 4%, 62%[activator], -5%, -3%, -1%, -14%, -1%, -2%
- CCN(CC)c1nc(N)c(C#N)c(CC#N)c1C#N
→ ., ., 51%[activator], ., ., ., -11%, 3%, -22%
- Nc1nc(-c2ccccc2)c(CCCNc2ccccc2)c(=O)[nH]1
→ -16, ., 25%, ., ., ., -27%, -1%, -9%
- CCN(Cc1cnn(C)c1)Cc1nc(Cc2ccccc2Cl)no1
→ 10, 30%[activator], -14%, -6%, -3%, 8%, -8%, -4%, -2%
- COc1ccccc1NC(=O)c1cc(=O)[nH]c2ccccc12
→ -10, -20%, 179%[activator], -10%, -6%, 4%, -15%, -12%, -11%
- COc1cccc(OC)c1OCCCN1CCOCC1
→ -3, 17%, 9%, 0%, -12%, ?, 5%, -2%, -8%
- O=C1CC(N2CCSCC2)C(=O)N1c1cccc(Cl)c1 (stereo not given)
→ 1, 16%, ?, -3%, ?, 0%, -3%, -7%, 1%
- COc1ccc(S(=O)(=O)N(C)C[C@H]2Oc3ccc(NC(=O)Nc4ccc(C(F)(F)F)cc4)cc3C(=O)N([C@H](C)CO)C[C@@H]2C)cc1
→ ., ., 18%, ., ., -8%, ?, 8%, -17%

Other structures:
Sequence of screens: RXFP1 antag, POLB inh, Pol iota inh, BLM inh, Anesthetic bind, APEX1 inh, POLH inh, Tb PGK inh, Pol kappa inh
- Cc1cc(Nc2ccccc2Cl)n2nnnc2n1
→ -6, -4%, 12%, -1%, -1%, 2%, 9%, -1%, -2%
- CC12CS(=O)(=O)CC1SC(=S)N2Cc1ccccc1 (stereo not given)
→ -8, 0%, 15%, 0%, -8%, -3%, 4%, -7%, -8%
- COc1ccc(S(=O)(=O)NC2CC(=O)N(c3ccccc3)C2)cc1C (stereo not given)
→ -18, ., 18%, ., ., 47%[activator], -19%, i, -1%
- O=C(CSc1nnc2n(C3CCCC3)c(=O)c3ccccc3n12)N1CCCCCC1
→ -9, 1%, 37%[activator], -1%, ?, -2%, 2%, i, -4%
- Nc1nc(NCCOCCO)nc(NC2CCCCC2)c1[N+](=O)[O-]
→ 1, 6%, 13%, -1%, -11%, 21%, 7%, 3%, -9%
- COc1ccc(/C(O)=C2/C(=O)C(=O)N(c3ncccn3)C2c2ccc(OC)c(OC)c2)cc1 (stereo not given)
→ -2, 1%, 0%, -3%, 0%, 12%, -5%, i, -4%
- Cc1ccc(-c2nnc(Nc3ccc(O)cc3)c3ccccc23)cc1S(=O)(=O)N1CCN(C)CC1
→ -5, -1%, 17%, -4%, -14%, ., -26%, -8%, -15%
- Cc1nc(C/C(=N\Nc2ccccc2)c2ccc(O)cc2O)cs1
→ -2, -17%, -2%, -7%, -19%, -4%, -13%, i, -2%
- Cc1ccc(CS(=O)(=O)c2cn(CC(=O)N3CCOCC3)c3ccccc23)cc1
→ -4, 4%, 40%[activator], -1%, -11%, 3%, -6%, 2%, -4%
- Cc1ccc(C(=O)COC(=O)CCNS(=O)(=O)c2ccccc2F)cc1
→ -2, ., -5%, ., ., 28%, -13%, 0%, 9%

Laid out differently: entries from further up.
RXFP1 antag,POLB inh,Pol iota inh,BLM inh,Anesthetic bind,APEX1 inh,POLH inh,Tb PGK inh,Pol kappa inh,canonical_smiles
-10,-20%,179%[activator],-10%,-6%,4%,-15%,-12%,-11%,COc1ccccc1NC(=O)c1cc(=O)[nH]c2ccccc12
-3,17%,9%,0%,-12%,?,5%,-2%,-8%,COc1cccc(OC)c1OCCCN1CCOCC1
1,16%,?,-3%,?,0%,-3%,-7%,1%,O=C1CC(N2CCSCC2)C(=O)N1c1cccc(Cl)c1 (stereo not given)
.,.,18%,.,.,-8%,?,8%,-17%,COc1ccc(S(=O)(=O)N(C)C[C@H]2Oc3ccc(NC(=O)Nc4ccc(C(F)(F)F)cc4)cc3C(=O)N([C@H](C)CO)C[C@@H]2C)cc1
-6,-4%,12%,-1%,-1%,2%,9%,-1%,-2%,Cc1cc(Nc2ccccc2Cl)n2nnnc2n1
-8,0%,15%,0%,-8%,-3%,4%,-7%,-8%,CC12CS(=O)(=O)CC1SC(=S)N2Cc1ccccc1 (stereo not given)

(cont.)
Sequence of screens: RXFP1 antag, POLB inh, Pol iota inh, BLM inh, Anesthetic bind, APEX1 inh, POLH inh, Tb PGK inh, Pol kappa inh
- O=C1OC(c2ccc(Cl)cc2)/C(=C(/O)c2ccccc2)C1=O (stereo not given)
→ 10, 14%, -25%, -7%, -12%, 15%, -28%, 3%, -10%
- C(=N\Nc1nn2cnnc2c2ccccc12)/c1ccco1
→ 3, -13%, -23%, -21%, 1%, -5%, -20%, -4%, -14%
- Cc1oc(C(C)(C)C)cc1C(=O)Nc1ccc2c(c1)OCO2
→ -2, -16%, -4%[58.9 µM], -10%, -20%, -1%, -10%, -5%, -14%
- O=C(/C=C/c1ccccc1)NC(N1CCOCC1)C(Cl)(Cl)Cl (stereo not given)
→ -26, ?, 29%, -13%, -7%, 1%, -24%, i, -2%
- COc1cc(/C=C2\SC(=Nc3ccccc3)N(Cc3ccco3)C2=O)ccc1OC(C)C(=O)O (stereo not given)
→ -11, -3%, -10%, -16%, ?, -5%, -12%, 2%, -10%
- CCN(CC)c1ccc(S(=O)(=O)N2CCOCC2)cc1NC(=O)c1cc(=O)c2ccccc2o1
→ -18, -2%, 3%, -4%, -11%, -3%, -18%, -3%, 0%
- CCCNC(=S)N1CCC(C(=O)c2ccc3c(c2)OCCO3)CC1
→ -6, 0%, 20%, -5%, -9%, -5%, -21%, 6%, -3%
- COC(=O)c1n[nH]c2ccccc12
→ 1, -1%, 7%, -2%, -6%, 1%, -11%, i, -4%
- Cc1[nH]c2ccccc2c1C(=O)C(=O)N1CCN(c2ccccc2Cl)CC1
→ -11, 1%, -17%, -5%, -17%, -27%, -15%, 8%, -11%
- O=C(O)c1ccc(-c2ccccc2C(F)(F)F)s1
→ ., ., ., 2%[120 µM], -7%[163 µM], -4%[120 µM], ., ., -5%

New compounds follow.
Sequence of screens: RXFP1 antag, POLB inh, Pol iota inh, BLM inh, Anesthetic bind, APEX1 inh, POLH inh, Tb PGK inh, Pol kappa inh
- Nc1nc(N)nc(COc2ccccc2)n1
→ 24, -13%, -15%, 1%, -6%, 0%, 1%, -11%, -6%
- CNS(=O)(=O)c1cn(CC(=O)N2CCN(c3ccccc3F)CC2)cc1S(=O)(=O)NC
→ 3, 23%, ?, 1%, 7%, ., 5%, -1%, 9%
- CCN(CC(=O)Nc1sc2c(c1C#N)CCC(C)C2)CC(=O)NC1CCS(=O)(=O)C1 (stereo not given)
→ -14, -3%, 54%[activator], -11%, -6%, ?, -11%, -10%, -5%
- CCOc1ccc(OCCNC(=O)c2cc(C3CC3)nc3c2cnn3C(C)C)cc1
→ -9, ., 7%, ., ., -10%, -11%, -2%, -12%
- COc1cc(OC)cc(C(=O)N[C@H](C(=O)OCn2nnc3ccccc3c2=O)C(C)C)c1
→ -14, 78%, 164%[activator], -4%, ?, 0%, ?, 3%, 0%
- CC(=O)N1c2c(cc(Br)cc2S(=O)(=O)Nc2c(C)n(C)n(-c3ccccc3)c2=O)CC1C (stereo not given)
→ -4, 12%, 95%[activator], -1%, 0%, 2%, 0%, -5%, 6%
- CSc1nc(NCc2ccco2)c2c3c(sc2n1)CN(C)CC3
→ ., 40µM*, ., -1%, -9%, -6%, ., ., .
- CCOc1ccc(S(=O)(=O)Nc2nc3ccc(OC)cc3s2)cc1
→ -4, -9%, 5%, 0%, 1%, 3%, -11%, -2%, -5%
- Cc1cc(OCC(=O)N(C)C2CCCCC2)ccc1Cl
→ -10, -20%, 78%[activator], -9%, ?, -4%, -16%, 2%, -13%
- COc1cc(OC)nc(NC(=O)CSc2nc3ccccc3o2)n1
→ 10, 6%, 1%, -4%, -8%, -1%, -9%, -7%, 0%

(listing goes on)
Sequence of screens: RXFP1 antag, POLB inh, Pol iota inh, BLM inh, Anesthetic bind, APEX1 inh, POLH inh, Tb PGK inh, Pol kappa inh
- O=C(CCn1nnc2ccccc2c1=O)NCC1CCC(C(=O)O)CC1 (stereo not given)
→ -2, 4%, 14%, 0%, -7%, ?, 7%, i, 2%
- CCN1C[C@@H]2[C@@H]3C(=O)N(C)C(=O)[C@@H]3[C@](C)(C1=O)N2C(=O)c1ccc(Cl)c(Cl)c1
→ ., ., 3%, ., ., ., -12%, -1%, -5%
- CCC(=O)N(C)CCc1cc2c(c(OC)c1/C=N/Nc1ccc(C(=O)O)cc1)OCO2
→ 0, 13%, 70%[activator], 3%, 4%, 3%, -17%, -2%, 2%
- O=c1[nH]c(-c2ccccn2)cc2ccccc12
→ 8, -9%, 23%, -3%, -14%, 4%, 2%, i, 9%
- CCC(C)NC(=O)Cn1cnc([N+](=O)[O-])c1 (stereo not given)
→ -8, -12%, 11%, -8%, 0%, -3%, 8%, -4%, 1%[60.1 µM]
- CCN(Cc1cccs1)C(=O)c1cccc(S(=O)(=O)N2CCN(C)CC2)c1
→ -4, ., 8%, ., ., 18%, -12%, 0%, 2%
- Cc1oc(-c2cccc(Cl)c2)nc1CN1CCCC(C(=O)NCCc2ccc(Cl)cc2)C1 (stereo not given)
→ ., 0%, -13%, -27%, -8%, ., -10%, -3%, -6%
- O=C(NCc1ccccc1)c1cc2ccc(O)cc2oc1=O
→ 5, -6%, 96%[activator], -2%, ., 3%, 5%, -11%, -8%
- COc1ccc(CCNC(=O)CCCCn2c(=O)c3ccccc3n(Cc3ccc(Cl)cc3)c2=O)cc1OC
→ ., -1%, -16%, -6%, -18%, ., -1%, -8%, 1%

Source: PubChem BioAssay (National Center for Advancing Translational Sciences (NCATS))

Not all compounds are listed. The share of hits here may be higher or lower than overall.
